HIV peptide binding = inhibitors of HIV fusion peptide binding, primary screen, biochemical, uHTS, fluorescence dequenching (AID 1986); cell-free peptide binding, fluorescence dequenching, 30 min; higher % means a stronger effect; inhibition, % at 20 µM, or IC50 in µM where a hit was titrated; actives 0.3% (n = 290,000); in the data active = inhibition mostly above about 52%, no sharp cut-off; inactive = mostly below about 76%; note: some results filed as inactive read as strong as hits
KOR beta-arrestin-1 = kappa opioid receptor blockers – cell-based, luminescence, uHTS (AID 1778) | KOR beta-arrestin recruitment, luminescence, antagonist mode; higher % means a stronger effect | inhibition, % at 10 µM, or IC50 in µM where a hit was titrated | actives 0.091% (n = 290,000); note: strong numbers were not always called active
GPR55 activation = GPR55 agonists via beta-arrestin recruitment, primary screen, imaging, U2OS cells, beta-arrestin-GFP redistribution (AID 1961). U2OS GPR55 beta-arrestin-GFP redistribution imaging; higher % means a stronger effect. activation, % at 10 µM, or EC50 in µM where a hit was titrated. actives 0.048% (n = 290,000);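 active = activation above 40% with more than 50 cells counted in the well; inconclusive = wells holding fewer than 50 cells, flagged as toxic or sparse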;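 note: U2OS osteosarcoma cells stably expressing GPR55 and beta-arrestin-GFP; plate controls were DMSO negative control for no effect and LPI positive control for full effect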
Large T inhibition = SV40 large T antigen inhibitors, biochemical (AID 1903); SV40 large T antigen ATPase/helicase inhibition assay; higher % means a stronger effect; one-dose inhibition, % at 20 µM; IC50 in µM for titrated hits; actives 0.39% (n = 310,000); in the data active = a potency from the dose series; inconclusive = inhibition mostly from about 32% at the one dose, without a potency; inactive = the rest, 99 in 100 with inhibition below about 32%; note: strong numbers were not always called active
KOR beta-arrestin-2 = kappa opioid receptor activators – cell-based, luminescence, uHTS, primary screen (AID 1777). actives 0.02% (n = 280,000). one-dose activation, % at 10 µM; EC50 in µM for titrated hits. KOR beta-arrestin recruitment, luminescence; higher % means a stronger effect; in the data active = activation above about 50%, passing the limit was not always enough; note: a part of the inactive calls stands beside numbers as strong as those of hits
GPR55 LPI antagonism = GPR55 antagonists blocking LPI-driven arrestin recruitment, primary screen, imaging, U2OS, beta-arrestin-GFP, LPI agonist (AID 2013). U2OS GPR55 beta-arrestin-GFP translocation imaging, LPI antagonism; higher % means a stronger effect. inhibition, % at 10 µM, or IC50 in µM where a hit was titrated. actives 0.13% (n = 290,000);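 active = spots per cell inhibited over 60%, with over 100 cells counted and total cytoplasm intensity under 500,000; inconclusive = wells with under 100 cells, flagged as likely toxic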;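 note: U2OS cells stably carrying GPR55 and arrestin-GFP stimulated by 5 µM LPI near EC80; imaged beta-arrestin-GFP aggregate spots per cell after agonist stimulation; plate controls were LPI-stimulated DMSO wells for no effect and DMSO wells without LPI for full effect; some results filed as inactive read as strong as hits; confirmed hits need IC50 under 10 µM and bright autofluorescent wells are also inconclusive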
NOD1 NF-kB reporter = NOD1 signaling inhibitors, primary screen, cell-based, luminescence, uHTS (AID 1578) | one-dose inhibition, % at 4 µM; EC50 in µM for titrated hits | actives 1% (n = 290,000) | NOD1-driven NF-kB luciferase reporter cells, luminescence; higher % means a stronger effect; in the data active = inhibition mostly above about 36%, no sharp cut-off; inactive = mostly below about 34%;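 note: HEK-293T reporter cells stimulated with the NOD1 agonist gamma-tri-DAP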
NOD2 inhibition = inhibition of NOD2-driven NF-kB reporter – cell-based, luminescence, uHTS, HEK293 (AID 1566); HEK293 NOD2/NF-kB luciferase reporter, luminescence; higher % means a stronger effect; inhibition, % at 4 µM, or EC50 in µM where a hit was titrated; actives 0.63% (n = 290,000); note: many of its hits are not listed in these tables
MgcRacGAP inhibition = MgcRacGAP GTPase-activating activity inhibitors, confirmation, biochemical, ADP Hunter fluorescence. one-dose inhibition, % at 30 µM; IC50 in µM for titrated hits. AID 624330. MgcRacGAP-stimulated Rac1 GTP hydrolysis, ADP Hunter fluorescence; higher % means a stronger effect; GST-tagged Rac1 F28L mutant substrate. actives 0.6% (n = 340,000);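 active = first-screen hits whose inhibition reached a set limit at any dose in the follow-up dose series; inconclusive = inhibition above the set first-screen limit but never retested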;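 note: fluorescence reports GDP produced by GAP-driven GTP hydrolysis; strong numbers were not always called active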
An asterisk follows results filed as active; ? = inconclusive; . = not tested or not shown; [ ] = another dose, or the depositor's remark. Cut-off read from the data, not from the text of the source, unless noted: active = inhibition above about 50%; inactive = the rest.

| molecule | HIV peptide binding | KOR beta-arrestin-1 | GPR55 activation | Large T inhibition | KOR beta-arrestin-2 | GPR55 LPI antagonism | NOD1 NF-kB reporter | NOD2 inhibition | MgcRacGAP inhibition |
| --- | --- | --- | --- | --- | --- | --- | --- | --- | --- |
| CC(C)Nc1nc(NC(C)C)nc(C(=O)OCCO)n1 | 0.8% | 0% | 0.2% | -7% | -9.3% | -7% | -32% | -5% | -5% |
| COc1ccc(N/C(=C(/C(Cl)=C(Cl)Cl)[N+](=O)[O-])n2nnc3ccccc32)cc1OC | 1.0% | -16% | -0.1% | 9% | -2.0% | 7% | -7% | 18% | . |
| CN(C)/C=C1\Cc2ccccc2C1=O | 0.6% | 26% | -0.1% | 17% | -4.1% | 4% | 1% | 12% | 7% |
| COC(=O)CSc1nnc(NC(=O)/C=C\c2ccc3c(c2)OCO3)s1 | 2.1% | 21% | 0.1% | 4% | 4.1% | -7% | 4% | 3% | 5% |
| CCCOC(=O)c1ccc(Nc2nc(C)cc(=O)[nH]2)cc1 | 1.3% | -21% | -0.1% | 25% | -1.9% | 23% | 8% | 13% | 10% |
| O=C(Nc1sc2c(c1C(=O)NC1CCCCC1)CCC2)c1ccco1 | 2.4% | 4% | -0.2% | 4% | 13% | 13% | -10% | 19% | 14% |
| CCN(CC(=O)Nc1ccc(OC)cc1)C(=O)CN1C(=O)NC(C)(c2ccc3ccccc3c2)C1=O (stereo not drawn) | 0.5% | 30% | 0.0% | 6% | -3.0% | 26% | -24% | -9% | 10% |
| Cc1ccc(S(=O)(=O)NCCCCCC(=O)N(C)C)cc1 | -1.6% | -13% | -0.1% | 4% | 2.5% | -2% | -21% | 3% | 6% |

Part of the list above, limited to HIV peptide binding:
structure | HIV peptide binding
CCCOC(=O)c1ccc(Nc2nc(C)cc(=O)[nH]2)cc1 | 1.3%
O=C(Nc1sc2c(c1C(=O)NC1CCCCC1)CCC2)c1ccco1 | 2.4%
CCN(CC(=O)Nc1ccc(OC)cc1)C(=O)CN1C(=O)NC(C)(c2ccc3ccccc3c2)C1=O (stereo not drawn) | 0.5%
Cc1ccc(S(=O)(=O)NCCCCCC(=O)N(C)C)cc1 | -1.6%

The listing continues.
| molecule | HIV peptide binding | KOR beta-arrestin-1 | GPR55 activation | Large T inhibition | KOR beta-arrestin-2 | GPR55 LPI antagonism | NOD1 NF-kB reporter | NOD2 inhibition | MgcRacGAP inhibition |
| --- | --- | --- | --- | --- | --- | --- | --- | --- | --- |
| CCOc1ccc(CCNc2cc(C)nc3ncnn23)cc1OCC | 2.2% | -8% | -0.2% | 12% | -1.0% | 3% | -6% | 12% | 0% |
| CN(CC(=O)Nc1cccc2c1CCCC2)S(=O)(=O)c1ccc(Cl)cc1 | 0.1% | -10% | -0.1% | 0% | -0.2% | 14% | -6% | 5% | 8% |
| C/C(=N\N=C(N)N)c1ccc(Cl)c(Cl)c1 | -0.5% | -119%[20 µM] | -0.1% | 7% | -2.6% | 16% | -32% | -12% | 15% |
| COc1ccc([N+](=O)[O-])cc1NC(=S)NC(NC(=O)Cc1ccc(OC)c(OC)c1)C(Cl)(Cl)Cl (stereo not drawn) | -3.6% | 10% | 0.2% | 11% | -2.2% | 13% | . | -21% | 7% |
| Cc1cccc(NC(=O)CSc2nnc(C3CC3)n2CC2CCCO2)c1 (stereo not drawn) | 0.0% | -10% | -0.2% | -15% | -2.1% | 7% | -33% | -17% | -1% |
| O=C(CCc1ccccc1)NCc1ccc(F)cc1 | 0.6% | -3%[20 µM] | -0.2% | 5% | -8.6% | -14% | -42% | 2% | 4% |
| CN(C)C1(CNC(=S)Nc2ccccc2C(F)(F)F)CCCCC1 | 1.0% | 18% | -0.4% | 7% | 1.3% | 2% | 0% | 4% | 4% |
| CCOc1ccc(C(=O)NCCO)cc1 | 0.2% | -27% | -0.1% | 5% | 1.0% | -1% | -57% | 0% | 12% |
| COc1cccc(-c2nn(-c3ccccc3)cc2CO)c1 | 0.8% | -8% | -0.1% | 10% | 7.1% | -6% | -35% | -38% | 0% |
| CCN(CC(=O)NC1CCS(=O)(=O)C1)S(=O)(=O)c1ccccc1 (stereo not drawn) | -2.1% | 10% | 0.2% | 10% | 17% | -4% | -6% | 2% | 7% |
| CCn1cc(C(=O)O)c(=O)c2cc(F)c(N3CCN(C(=S)NC(=O)c4cccc(F)c4)CC3)cc21 | 1.3% | -6% | -0.1% | 7% | 3.2% | -13% | -11% | -6% | 7% |
| N#C/C(=C\c1ccc(Cl)cc1)C(=O)Nc1cccnc1 | -0.4% | -4% | 0.2% | 8% | 0.8% | -10% | -12% | 2% | 11% |
| Cc1ccc(C)c(/C(O)=C2\C(=O)C(=O)N(CCCn3ccnc3)C2c2cccnc2)c1 (stereo not drawn) | 1.4% | -23% | -0.4% | 10% | -3.6% | 4% | -4% | 16% | -6% |
| CCOc1ccc(-n2c(=O)c3sccc3n(CC(=O)NC3CCCCC3)c2=O)cc1 | 6.5% | -56% | -0.2% | 7% | 1.5% | -9% | 24% | -25% | 5% |
| Cc1cc(=O)[nH]c(CN2CCOCC2)n1 | -0.4% | -36%[20 µM] | -0.1% | 9% | 2.3% | -10% | -16% | -7% | 3% |
| CN(C)C(CNC(=O)c1ccc([N+](=O)[O-])cc1Cl)c1ccco1 (stereo not drawn) | 2.2% | -27% | -0.1% | 4% | 1.8% | -11% | -4% | 4% | 10% |

(next part)
| SMILES | HIV peptide binding | KOR beta-arrestin-1 | GPR55 activation | Large T inhibition | KOR beta-arrestin-2 | GPR55 LPI antagonism | NOD1 NF-kB reporter | NOD2 inhibition | MgcRacGAP inhibition |
| --- | --- | --- | --- | --- | --- | --- | --- | --- | --- |
| Cc1oc(-c2ccccc2F)nc1CS(=O)CC(=O)NCc1ccccn1 (stereo not drawn) | -0.4% | -17% | 0.3% | 8% | 7.2% | 5% | -7% | 1% | 7% |
| Cc1nn(-c2ccc(F)cc2)c2nc(N)c(C#N)c(-c3cccs3)c12 | 5.9% | 16% | -0.2% | -4% | 21% | 3% | . | 24% | 5% |
| COc1nc(-c2ccc(Cl)cc2)ccc1-c1noc(-c2cccs2)n1 | 0.7% | -20% | 0.3% | 0% | 7.0% | 11% | -67% | -26% | 6% |
| C[C@@]12CCC=C[C@H]1[C@H](c1ccc3ccccc3c1/C=C/c1ccccc1)N(Cc1ccccc1)C2=O | 1.3% | 30% | -0.1% | 8% | . | -2% | -8% | -6% | 3% |
| O=C(OCN1C(=O)c2ccccc2C1=O)c1ccco1 | -1.2% | -13% | 0.7% | 7% | 0.5% | -4% | -14% | 0% | 11% |
| CC(=O)Nc1ccc(NC(=O)C(C)OC(=O)CCC(=O)c2ccc(F)cc2)cc1 (stereo not drawn) | -0.1% | 7% | -0.2% | 11% | -0.2% | 4% | -19% | -1% | 4% |
| Cc1ccc(C)n1-n1cnc2sc3c(c2c1=O)CCCCC3 | 3.3% | -4% | -0.1% | -2% | . | 4% | -12% | 10% | -8% |
| CC(NC(=O)C1CCCC1)c1ccc2c(c1)OCCO2 (stereo not drawn) | 1.7% | 8% | 0.2% | 1% | -4.0% | 15% | 0% | 16% | 4% |
| COc1ccc(S(=O)(=O)Nc2cc(C(=O)NC(C)C)ccc2N2CCOCC2)cc1 | -3.0% | 1% | -0.1% | 1% | -0.7% | 7% | 18% | 14% | 11% |
| CC1(C)Cc2c(C#N)c(SCCC#N)nc(N3CCOCC3)c2CS1 | -2.0% | 21% | -0.1% | 26% | -3.9% | 5% | -12% | 10% | 9% |
| O=c1[nH]c2ccc(Cl)cc2c(-c2ccccc2)c1CN1CCOCC1 | 0.8% | 7% | -0.2% | 4% | 2.1% | 15% | 32% | 17% | 11% |
| O=C(NCCN1CCN(Cc2ccccc2)CC1)c1ccc(CS(=O)(=O)c2ccc(Br)cc2)o1 | -0.2% | -23% | -0.1% | 10% | -2.9% | 15% | -15% | 27% | 8% |
| COC(C(=O)Nc1ccc(NC(=O)C(OC)c2ccccc2)cc1)c1ccccc1 (stereo not drawn) | 0.2% | -2% | -0.1% | 1% | -1.8% | 4% | -28% | -16% | 5% |
| CCSc1nnc(NC(=O)CSc2nc3c(c(=O)n2-c2ccccc2)SCC3)s1 | 3.0% | 46% | -0.3% | 4% | 4.7% | 0% | -7% | 22% | 5% |
| Cc1ccc(S(=O)(=O)CCC(=O)OCC(=O)Nc2ncc(Cl)cc2Cl)cc1 | 4.1% | -3% | -0.1% | -5% | 3.8% | -2% | -19% | -4% | 3% |
| O=C(CSc1nnc(-c2ccco2)c(-c2ccco2)n1)c1ccccc1 | 62% | -33%[20 µM] | -0.1% | 0% | . | 8% | -34% | 8% | 19% |
| CC(C)Cc1nc(SCC(=O)N2CCOCC2)c2c(=O)n(C)c(=O)n(C)c2n1 | 1.6% | 3% | 0.3% | 2% | 5.2% | 1% | -23% | 11% | 6% |
| CCOC(=O)C1CCCN(S(=O)(=O)c2cn(C)c(=O)n(C)c2=O)C1 (stereo not drawn) | 0.7% | -7% | -0.1% | 1% | -1.8% | -6% | -10% | 6% | 5% |
| O=S(=O)(Nc1ncccn1)c1ccc(NS(=O)(=O)c2cccc(Cl)c2Cl)cc1 | 3.9% | 3% | -0.4% | 7% | -0.8% | 11% | -42% | 9% | -1% |
| CCCNC(=O)CNC(=S)N(Cc1ccccc1F)C1CCCCC1 | -1.4% | -21% | 0.1% | 3% | 4.8% | 12% | 25% | -10% | 9% |
| Cc1ccc(-c2cc(C(=O)NCCc3ccc(S(N)(=O)=O)cc3)c3ccccc3n2)cc1 | -0.6% | -46%[20 µM] | -0.1% | -2% | 2.0% | 0% | 10% | 5% | 4% |
| CCNc1ccc(S(=O)(=O)N(C)C)cc1[N+](=O)[O-] | 0.0% | -23% | -0.1% | 5% | 2.9% | -3% | -35% | 4% | -20% |
| CCOC(=O)c1cc(NC(=O)SCC(=O)O)c(C)nc1C | 3.5% | 10% | -0.1% | 4% | 1.7% | 15% | -3% | 22% | 11% |
| Cc1ccc([N+](=O)[O-])cc1S(=O)(=O)N1CCCC1 | -1.5% | -16% | -0.2% | 26% | -0.6% | 15% | 16% | 3% | 4% |
| Cc1cccc(NC(=O)Cn2nnc(C(=O)NCc3cccs3)c2N)c1C | 168% | -54% | -0.1% | ? | 7.8% | 4% | -23% | -40% | 7% |
| Cc1ccc(-n2ncc3c(=O)n(CC(=O)NC4CCCCC4)cnc32)cc1 | -2.5% | 6% | 0.3% | 1% | -4.0% | 24% | -16% | 14% | 12% |
| CCC(C)NC(=O)C1CCN(S(=O)(=O)c2ccc3c(c2)CC(C)N3C(C)=O)CC1 (stereo not drawn) | 1.7% | -38%[20 µM] | -0.1% | . | -3.5% | 6% | -14% | 1% | 6% |

Screening results: PubChem BioAssay, several laboratories

These rows are one share of the data; count on the stated rates, not on these rows.
